hERG protect – hERG (human) protection from proarrhythmic block | Q12809 | CHO-hERG, FluxOR thallium flux, dofetilide IC70 present | activation (rescue from dofetilide block), less the hit threshold, % at 10 µM | hit rate 0.51% among 310,000;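 active = activation above the mean of controls blocked by dofetilide plus 5 SD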;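 note: thallium influx through hERG after potassium depolarization seen as dye fluorescence rise; in these data hits start at about 4.7%; inactives centre near -7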
KCNQ1 inh – inhibitors of human KCNQ1 potassium channel; P51787; CHO-K1 KCNQ1, FluxOR thallium flux fluorescence; active compounds read high; B-score at 10 µM; hit rate 1.3% among 310,000; AID 2642;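 active = compounds whose thallium flux B-score, printed positive for inhibition, exceeds three library SD while starting fluorescence stays within three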;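 note: channel opened by potassium depolarization with thallium stimulus after 20 min compound exposure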
PolyA inh – blocks polyadenylation in yeast reporter cells; hit rate 0.02% among 300,000; S. cerevisiae SKY197-pL101 polyadenylation reporter, beta-gal luminescence; efflux-impaired pdr1/pdr3 knockout yeast; score 100 = 6 SD above DMSO; calls only at 12 µM;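 active = lowest replicate activity score at least 50, where 100 means six control SD above control mean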;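 note: yeast exposed to compound for 9 h at 30 °C; higher score means more reporter readthrough which indicates perturbed polyadenylation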
RGS4 act – potentiators or activators of RGS4; AID 463111; HEK293 M3R/inducible RGS4, carbachol calcium flux Fluo4; active compounds read low; hit rate 0.92% among 310,000; B-score at 10 µM;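 active = B-score of the integrated calcium signal more than 4 SD below the library mean, with starting fluorescence not abnormally high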;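 note: negative B-score means reduced calcium response which marks RGS4 activation or potentiation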
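System – HEK293 FlpIn-TREx cells, stable M3R, doxycycline-inducible RGS4 · Reagent – ECmax carbachol challenge · Times – compound preincubation 20 min at room temperature before agonist · Technique – Fluo4 fluorescence kinetic imaging of calcium · Measure – B score of integrated Fluo4 ratio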
RGS4 block – inhibitors of human RGS4 | P49798 | HEK293 M3R/RGS4 inducible, Fluo-4 calcium flux; active compounds read high; triggered by carbachol at its EC20 | B-score at 10 µM | hit rate 0.45% among 310,000 | AID 463165;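 active = B-score, a plate-corrected calcium signal, over three deviations above library mean, with baseline fluorescence within five deviations of library mean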;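 note: RGS4 expression induced by doxycycline in cells with stable M3 receptor; B-score is computed from the integrated fluorescence ratio over baseline after carbachol; higher B-score means a larger calcium signal and so more RGS4 inhibition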
Target sequence (P49798 whole entry, looked up): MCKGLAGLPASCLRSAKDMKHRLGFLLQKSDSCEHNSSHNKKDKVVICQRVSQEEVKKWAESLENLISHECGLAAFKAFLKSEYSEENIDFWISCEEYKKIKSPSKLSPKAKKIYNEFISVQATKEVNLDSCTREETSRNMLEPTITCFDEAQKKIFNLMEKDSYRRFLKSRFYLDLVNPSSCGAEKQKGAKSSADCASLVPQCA
KCNQ1 act – human KCNQ1 channel potentiation or activation; P51787; CHO-K1 KCNQ1, thallium flux FluxOR fluorescence; active compounds read high; B-score at 10 µM; hit rate 0.35% among 310,000; AID 2648;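 active = fluorescence ratio B-score, a plate-corrected score, at least three library SD, with initial intensity B-score within 5 SD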
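Test system: CHO-K1 cells stably expressing KCNQ1 / Medium: assay buffer / Also added: depolarizing K+/Tl+ stimulus, K2SO4 and Tl2SO4 each 12.5 mM in 5x stock / Incubation: 90 min dye loading and 20 min compound exposure, both at room temperature / Signal: thallium influx via FluxOR fluorescence, kinetic imaging / Evaluation: B score of baseline-normalized fluorescence ratio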
KCNK3 inh – human KCNK3 channel inhibition, primary screen; CHO-KCNK3 thallium flux, FluxOR fluorescence; active compounds read low; AID 602410; B-score at 10 µM; O14649; hit rate 0.84% among 340,000;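 active = B-score under library mean minus 4 SD, starting fluorescence ratio at most library mean plus 5 SD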;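 note: more negative B-score means stronger inhibition of thallium flux through KCNK3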
Target sequence (O14649 whole entry, looked up): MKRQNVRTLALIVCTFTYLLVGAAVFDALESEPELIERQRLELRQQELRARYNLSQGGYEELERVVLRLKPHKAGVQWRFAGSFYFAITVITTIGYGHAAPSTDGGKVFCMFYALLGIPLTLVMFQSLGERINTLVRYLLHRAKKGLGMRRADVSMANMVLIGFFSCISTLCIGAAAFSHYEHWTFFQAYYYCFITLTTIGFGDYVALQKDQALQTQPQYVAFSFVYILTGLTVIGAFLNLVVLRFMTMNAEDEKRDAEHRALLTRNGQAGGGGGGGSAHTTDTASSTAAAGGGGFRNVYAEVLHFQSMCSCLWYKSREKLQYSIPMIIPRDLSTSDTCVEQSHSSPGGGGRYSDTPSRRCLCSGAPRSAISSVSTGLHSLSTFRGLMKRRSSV
GSK3A inh – inhibitors of human GSK-3 alpha kinase; ADP-Glo luminescence, 60 min; inhibition, % at 10 µM; hit rate 0.1% among 320,000;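 in the data active = inhibition above about 50%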;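 note: GST-tagged GSK-3 alpha with peptide substrate and 25 µM ATP; 0% = DMSO neutral wells and 100% = GW8510 positive control wells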
GSK3beta inhib – inhibitors of human GSK3beta kinase; P49841; GST-GSK3beta kinase, ADP-Glo luminescence, 60 min; active compounds read low; activity score (negative = inhibition), % at 10 µM; hit rate 0.038% among 300,000; AID 2097;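 active = more than half of replicate wells score below -50%, meaning over 50% inhibition versus plate controls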;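 note: 0% = median DMSO wells and -100% = median GW8510 positive control wells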
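Assay system: GST-tagged human GSK3beta kinase, cell-free; Input: 1.6 ng GSK3beta; Medium: Tris/MgCl2 kinase buffer; Timing: 60 min enzyme reaction, room temperature; Signal: ADP-Glo luminescence quantifying ADP generated by kinase; Evaluation: score relative to plate controls; Benchmarks: DMSO neutral wells and GW8510 at 20 µM as positive.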
Dyrk1A ADPGlo – inhibitors of rat Dyrk1A kinase; Q63470; ADP-Glo luminescence, NFATc1 peptide; inhibition, % at 12.5 µM; hit rate 0.43% among 310,000; AID 504441; in the data active = inhibition above about 50%;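 note: plate controls were vehicle with enzyme for no effect and no enzyme for full effect; many of its hits are not listed in these tables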
KCNK9 inh – blocks the human KCNK9 two-pore domain potassium channel; AID 488922; Q9NPC2; B-score at 10 µM; hit rate 1.2% among 310,000; HEK293 KCNK9, FluxOR thallium flux fluorescence; active compounds read low;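 active = ratio B-score over 3 SD below the library mean, with starting fluorescence within 5 SD of its mean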;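 note: negative B-score means less thallium flux so channel inhibition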
Target sequence (Q9NPC2 whole entry, looked up, the tested form may be a part): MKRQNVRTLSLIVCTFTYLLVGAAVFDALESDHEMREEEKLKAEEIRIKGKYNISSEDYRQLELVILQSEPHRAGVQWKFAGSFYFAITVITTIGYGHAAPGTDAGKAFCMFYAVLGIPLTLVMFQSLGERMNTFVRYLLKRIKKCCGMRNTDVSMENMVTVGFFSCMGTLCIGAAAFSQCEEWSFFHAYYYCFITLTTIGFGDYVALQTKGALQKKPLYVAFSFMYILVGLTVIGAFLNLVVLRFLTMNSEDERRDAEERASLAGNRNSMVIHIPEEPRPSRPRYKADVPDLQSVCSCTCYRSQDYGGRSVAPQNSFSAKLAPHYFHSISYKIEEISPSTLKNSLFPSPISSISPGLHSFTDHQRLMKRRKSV
* hit, by the source's call; i = inactive; nt = not tested or not shown.

Letters – A = hERG protect; B = KCNQ1 inh; C = PolyA inh; D = RGS4 act; E = RGS4 block; F = KCNQ1 act; G = KCNK3 inh; H = GSK3A inh; I = GSK3beta inhib; J = Dyrk1A ADPGlo; K = KCNK9 inh
COC(=O)c1ccc(NC(=O)CN(c2ccc(C)cc2)S(=O)(=O)c2c(C)n[nH]c2C)cc1
  A: 1; B: i; C: i; D: i; E: i; F: i; G: i; H: 1; I: -2; J: -4; K: i

CCCCCCn1nc(C(=O)N(CC(C)C)c2c(N)n(CCCC)c(=O)[nH]c2=O)c2ccccc2c1=O
  A: -9; B: i; C: i; D: i; E: i; F: i; G: i; H: 2; I: 5; J: -1; K: i

O=C1NC[C@H](c2ccccc2)N(CCc2cccc3ccccc23)C1=O
  A: -11; B: i; C: i; D: i; E: i; F: i; G: i; H: 1; I: -1; J: 10; K: i

CC1CN(C(=O)c2cc([N+](=O)[O-])cc([N+](=O)[O-])c2)CC(C)O1 (configuration not stated)
  A: -9; B: i; C: i; D: i; E: i; F: i; G: i; H: 3; I: 1; J: 3; K: i

O=C(O)c1ccccc1SCc1cn2ccccc2n1
  A: -2; B: i; C: i; D: i; E: i; F: i; G: i; H: -10; I: 2; J: -1; K: i

Cn1c(=O)[nH]c(=O)c2c1nc(N1CCCC1)n2CC(O)COc1ccccc1 (configuration not stated)
  A: -3; B: i; C: i; D: i; E: i; F: i; G: i; H: -2; I: -1; J: -3; K: i

O=C(Cn1cnc2cc([N+](=O)[O-])ccc2c1=O)NCCc1ccc(F)cc1
  A: -14; B: i; C: i; D: i; E: i; F: i; G: i; H: -1; I: -5; J: 4; K: i

COCCNC(=O)CSc1nc2ccccc2c(=O)n1CC1CCCO1 (configuration not stated)
  A: -17; B: i; C: i; D: i; E: i; F: i; G: i; H: 2; I: 1; J: 2; K: i

Cc1cccc(NC(=O)C2CC(=O)NC(Nc3nc4ccccc4s3)=N2)c1 (configuration not stated)
  A: -4; B: i; C: i; D: i; E: i; F: i; G: nt; H: 0; I: -2; J: nt; K: i

O=C(N/N=C/c1ccc([N+](=O)[O-])o1)c1cccc(S(=O)(=O)N2CCOCC2)c1
  A: -5; B: i; C: i; D: i; E: i; F: i; G: i; H: 1; I: -1; J: -11; K: i

Cc1ccccc1CSc1nnc(-c2ccccn2)n1C
  A: -7; B: i; C: i; D: i; E: i; F: i; G: i; H: 0; I: -1; J: nt; K: i

O=C(COC(=O)C1(c2ccc(F)cc2)CCCC1)N1CCN(C(=O)c2ccco2)CC1
  A: -6; B: i; C: i; D: i; E: i; F: i; G: i; H: 1; I: 5; J: -1; K: i

Cc1ccn2c(=O)c(C(=O)NCCN3CCOCC3)c(O)nc2c1
  A: -4; B: i; C: i; D: i; E: i; F: i; G: i; H: -1; I: 1; J: 5; K: i

O=C(NCc1ccccc1)c1ccc(-c2ccc(F)cc2)o1
  A: -8; B: i; C: i; D: i; E: i; F: i; G: i; H: 0; I: -1; J: 41; K: i

O=c1[nH][nH]c(=O)c2cc(N3CCCC3)ccc12
  A: -3; B: i; C: i; D: i; E: i; F: i; G: i; H: 3; I: 2; J: 3; K: i

c1ccc(CCCNCC2COc3ccccc3O2)cc1 (configuration not stated)
  A: -12; B: i; C: i; D: i; E: i; F: i; G: i; H: nt; I: 2; J: 4; K: i

CC(C)CN(C(=O)COC(=O)CCCc1nc2ccccc2s1)c1c(N)n(Cc2ccccc2)c(=O)[nH]c1=O
  A: -13; B: i; C: i; D: i; E: i; F: i; G: i; H: -1; I: -2; J: 2; K: i

Cc1ccc(C(=O)CNc2cccc([N+](=O)[O-])c2)cc1
  A: -6; B: i; C: i; D: i; E: i; F: i; G: i; H: 2; I: 1; J: -10; K: i

CCN(CC)CCn1c2ccc(F)cc2c2nc(C)sc21
  A: -3; B: i; C: i; D: i; E: i; F: i; G: i; H: -1; I: 2; J: -1; K: i

COc1cc(C(=O)Nc2nc3ccc4nc(C)sc4c3s2)cc(OC)c1OC
  A: -5; B: i; C: i; D: i; E: i; F: i; G: i; H: 1; I: 5; J: 21; K: i

Cc1sc(NC(=O)C2CCCCC2)c(C#N)c1-c1ccccc1
  A: -10; B: i; C: i; D: i; E: i; F: i; G: i; H: 3; I: 0; J: 4; K: i

COC(=O)C(=O)C/C(=N/Nc1ncnc2ccccc12)c1ccc(Cl)cc1
  A: -5; B: i; C: i; D: i; E: i; F: i; G: i; H: -1; I: -2; J: 13; K: i

C=CCCCCCCCCc1nc(SCC(C)=O)n[nH]1
  A: -8; B: i; C: i; D: i; E: i; F: i; G: i; H: -2; I: 4; J: 3; K: i

O=[N+]([O-])c1ccccc1S(=O)(=O)N1CCN(Cc2cc3c(cc2O)OCO3)CC1
  A: -23; B: i; C: i; D: i; E: i; F: i; G: i; H: -3; I: 4; J: 1; K: i

O=C(COC(=O)c1ccccc1F)Nc1cc(S(=O)(=O)N2CCOCC2)ccc1N1CCCC1
  A: -13; B: i; C: i; D: i; E: i; F: i; G: i; H: -1; I: 2; J: 2; K: i

O=C(Nc1ccccc1)C1CCN(S(=O)(=O)c2ccc3c(c2)OCCO3)CC1
  A: -12; B: i; C: i; D: i; E: i; F: i; G: i; H: -3; I: -1; J: -3; K: i

Cc1ccc(CNC(=O)Cn2cccc2)cc1
  A: -4; B: i; C: i; D: i; E: i; F: i; G: i; H: -3; I: -2; J: 2; K: i

NC(=O)c1ccc(NC(=O)COc2ccc([N+](=O)[O-])cc2Cl)cc1
  A: -10; B: i; C: i; D: i; E: i; F: i; G: i; H: 1; I: 2; J: -5; K: i

COc1ccccc1C(=O)Nc1nnc(-c2ccc(Cl)cc2)o1
  A: -5; B: i; C: i; D: i; E: i; F: i; G: i; H: -1; I: -1; J: 7; K: i

COc1cc([N+](=O)[O-])ccc1NC(=O)NCc1ccco1
  A: -1; B: i; C: i; D: i; E: i; F: i; G: i; H: -1; I: -2; J: 5; K: i

O=C(Cc1ccccc1F)NC1CCSc2ccccc21 (configuration not stated)
  A: -8; B: i; C: i; D: i; E: i; F: i; G: i; H: -2; I: -1; J: 5; K: i

COc1ccc(/C=N\NC(=O)CCc2c(C)n[nH]c2C)c(OC)c1OC
  A: -4; B: i; C: i; D: i; E: i; F: i; G: i; H: -1; I: 2; J: -2; K: i

O=C(Nc1ccccc1Cl)C(=O)c1cn(CC(=O)N2CCOCC2)c2ccccc12
  A: -7; B: i; C: i; D: i; E: i; F: i; G: i; H: 1; I: -1; J: -6; K: i

CC(C)Cc1cc(C(=O)Nc2sc3c(c2C#N)CCC3)no1
  A: -12; B: i; C: i; D: i; E: i; F: i; G: i; H: -3; I: 1; J: 0; K: i

Cc1nc(-c2ccc(S(=O)(=O)N3CCN(C(c4ccccc4)c4ccccc4)CC3)s2)cs1
  A: -2; B: i; C: i; D: i; E: i; F: i; G: i; H: 2; I: -5; J: 1; K: i

CC(C)(C)N(NS(=O)(=O)c1ccc(F)cc1)c1ccccc1
  A: -11; B: i; C: i; D: i; E: i; F: i; G: i; H: -1; I: -6; J: -1; K: i

Cc1ccc(/C=N/NC(=O)c2cccc(S(=O)(=O)N3CCOCC3)c2)o1
  A: -2; B: i; C: i; D: i; E: i; F: i; G: i; H: -6; I: -1; J: nt; K: i

O=C1c2ccccc2C(=O)N1c1ncn[nH]1
  A: -13; B: i; C: i; D: i; E: i; F: i; G: i; H: -1; I: 1; J: 1; K: i

CC(C)c1nccn1CCC(=O)O
  A: -4; B: i; C: i; D: i; E: i; F: i; G: i; H: -2; I: 5; J: -1; K: i

COc1ccc(OC)c(NC(=O)C2CC(=O)N(c3ccccc3)C2)c1 (configuration not stated)
  A: -7; B: i; C: i; D: i; E: i; F: i; G: i; H: -3; I: -1; J: 4; K: i

Cc1cc(Nc2cccc(Cl)n2)n(-c2ccccc2)n1
  A: -5; B: i; C: i; D: i; E: i; F: i; G: i; H: 2; I: -12; J: -2; K: i

O=C(NCc1ccccc1)C(c1ccccc1)N(C(=O)c1csnn1)C1CCCC1 (configuration not stated)
  A: -5; B: i; C: i; D: i; E: i; F: i; G: i; H: -1; I: 3; J: -5; K: i

CSc1ccc(S(=O)(=O)NCC(=O)OCC(=O)N(C)Cc2ccccc2)cc1[N+](=O)[O-]
  A: -7; B: i; C: i; D: i; E: i; F: i; G: i; H: 4; I: 1; J: 1; K: i

Nc1ccccc1SCc1csc(-c2ccc(Cl)cc2)n1
  A: -4; B: i; C: i; D: i; E: i; F: i; G: i; H: -2; I: -1; J: -1; K: i

COc1cc2c3c(c1)C1(C(=O)N3C(C)(C)C=C2C)C(C#N)=C(N)Oc2cc(C)oc(=O)c21 (configuration not stated)
  A: -7; B: i; C: i; D: i; E: i; F: i; G: i; H: nt; I: -1; J: -1; K: i

CCn1c(=O)c2cc(C(=O)N(C)CC(OC)OC)sc2c2ccccc21
  A: -8; B: i; C: i; D: i; E: i; F: i; G: i; H: 2; I: 2; J: 1; K: i

CCCC(=O)Nc1ccccc1NC(=O)c1cc(OC)c(OC)c(OC)c1
  A: -9; B: i; C: i; D: i; E: i; F: i; G: i; H: 0; I: 0; J: -4; K: i

Single records, as listed above.
Listed for CSc1ccc(S(=O)(=O)NCC(=O)OCC(=O)N(C)Cc2ccccc2)cc1[N+](=O)[O-] → hERG protect: -7; KCNQ1 inh: i; PolyA inh: i; RGS4 act: i; RGS4 block: i; KCNQ1 act: i; KCNK3 inh: i; GSK3A inh: 4; GSK3beta inhib: 1; Dyrk1A ADPGlo: 1; KCNK9 inh: i
Listed for CCn1c(=O)c2cc(C(=O)N(C)CC(OC)OC)sc2c2ccccc21 → hERG protect: -8; KCNQ1 inh: i; PolyA inh: i; RGS4 act: i; RGS4 block: i; KCNQ1 act: i; KCNK3 inh: i; GSK3A inh: 2; GSK3beta inhib: 2; Dyrk1A ADPGlo: 1; KCNK9 inh: i

These rows are one share of the data; rates above refer to the full screens.
